# Screening results (PubChem)
# All columns: NCI-60 one-dose screen, growth in % after 48 h at 10 µM unless noted; 100 = growth as untreated, 0 = no growth, -100 = all killed.
# HCC-2998: HCC-2998 colon cancer. hit rate 4.7% among 79,000
# HT29: HT29 colon cancer; hit rate 7.4% among 81,000; AID 1794748
# SNB-75: SNB-75 CNS cancer. hit rate 5% among 79,000. AID 1794750
# PC-3: PC-3 prostate cancer cells. hit rate 3.9% among 80,000
# DU-145: DU-145 prostate cancer; hit rate 4.2% among 81,000; AID 1794760
# KM12: KM12 colon cancer cells | AID 1794800 | hit rate 5% among 82,000
# SW-620: SW-620 colon cancer | AID 1794795 | hit rate 5.2% among 82,000
# SF-539: SF-539 CNS cancer. AID 1794752. hit rate 6.8% among 81,000
# SNB-19: SNB-19 CNS cancer cells; hit rate 2.5% among 81,000
# Numbers without * were called inactive; x = not tested or not shown; & = joins results of further samples; [ ] = remark or other dose. How the source made its calls: active means growth percent below 10; inactive means the rest.
SMILES,HCC-2998,HT29,SNB-75,PC-3,DU-145,KM12,SW-620,SF-539,SNB-19
CC(=O)c1cc(C(=O)c2ccccc2)n2cc(C)cc(C)c12,108,96,89,94,102,101,103,102,96
Cc1ccc(S(=O)(=O)N(C)CC(=O)NNC(=O)Cc2ccc3c(c2)OCCO3)cc1,106,108,84,90,104,102,95,106,86
O=C(NC1CCN(Cc2ccccc2)CC1)c1cc2nc(-c3ccc(Cl)s3)cc(C(F)(F)F)n2n1,84,-84*,36,72,83,37,-6.1*,3.0*,101
Cc1ccc2nc(CCS)[nH]c2c1,110,115,100,105,127,128,110,113,100
Cn1c(C(=O)NCc2ccc(Cl)cc2Cl)nc2ccccc2c1=O,109,84,104,79,102,99,100,100,102
Cn1c(=O)c2nc(CCC(=O)Nc3ccc(C(=O)O)cc3)c(=O)[nH]c2n(C)c1=S,103,106,103,101,107,101,105,97,99
NNC(=O)C[n+]1ccccc1,97,99,x,97,113,97,95,93,107
O=C(NCc1cccnc1)/C(=C\c1ccc(Br)cc1)S(=O)(=O)c1ccccc1,-76*,-72*,9.4*,-1.0*,-87*,-48*,-74*,-59*,-2.4*
COc1cc(C(=O)OCC(C)C)ccc1O,94,98,86,97,114,105,95,116,101
CSc1nc2n(c(=O)c1C#N)-c1ccccc1Sc1ccccc1-2,102,105,58,88,113,110,103,98,95
O=C(O)c1cccc2cccc(C(=O)O)c12,109,107,97,99,116,101,96,116,107
CC(C)=C[C@@H]1c2c(c3ccccc3n(C)c2=O)O[C@H]2c3c(c4ccccc4n(C)c3=O)OC(C)(C)[C@@H]12,83,78,61,6.5*,106,89,90,81,99
CCNc1nc2ccccc2c2c(=O)c3cc(C)ccc3sc12,119,92,96,93,106,98,102,87,102
Clc1ccc(-c2cc(-c3ccccc3)nc(NCCNc3ccnc4cc(Cl)ccc34)n2)cc1,-89*,-16*,76,16,13,-5.5*,-63*,74,45
COC(=O)c1ccc(Cl)c2c1C1C=CCC1C(c1cccc3ccccc13)N2 (centres undefined),93,95,75,98,104,89,93,103,96
OC(Cn1nnc2ccccc21)Cn1c2ccc(Br)cc2c2cc(Br)ccc21 (centres undefined),115,104,103,98,103,101,111,98,100
N#Cc1cccc(-c2cc(=O)c3cc(O)ccc3[nH]2)c1,105,107,92,96,111,108,103,95,98
CCOC(=O)c1ccc(Nc2ccnc(SCC(=O)c3ccc(Cl)cc3)n2)cc1,107,114,97,90,107,104,101,100,97
ClCc1ccccc1CSc1ncnc2c1ncn2Cc1ccccc1CCl,107,x,x,85,88,87,88,97,94
CS(=O)(=O)Nc1ccc(C(=O)NC(C(=O)NO)c2ccc(N3CCC(F)CC3)cc2)cc1 (centres undefined),94,105,95,101,111,111,108,101,94
O=C(O)/C=C\C(=O)NNc1ccccc1,97,77,93,59,82,90,60,99,101
O=c1cc(-c2ccccc2)nc(SCc2nc3cc(Cl)c(Cl)cc3[nH]2)[nH]1,102,96,86,103,106,96,104,94,109
COC(=O)/C=C1/S/C(=N\N=C\c2ccc(OS(=O)(=O)C(F)(F)C(F)(F)C(F)(F)C(F)(F)C(F)C(F)(F)F)cc2)N(c2ccccc2)C1=O (centres undefined),112,108,96,104,103,101,101,86,74
CC(C)C(/C=C/c1[nH]ncc1-c1cc(Cl)ccc1O)N1CCOCC1 (centres undefined),104,104,65,85,100,100,98,98,100
COc1ccc(-n2ncn(Cn3cnn(-c4ccc(OC)cc4)c3=O)c2=O)cc1,93,101,78,95,109,91,96,86,92

# In a second layout: 3 of the compounds above
# The line under a structure holds: HCC-2998 | HT29 | SNB-75 | PC-3 | DU-145 | KM12 | SW-620 | SF-539 | SNB-19
Cn1c(C(=O)NCc2ccc(Cl)cc2Cl)nc2ccccc2c1=O
  109 | 84 | 104 | 79 | 102 | 99 | 100 | 100 | 102
Cn1c(=O)c2nc(CCC(=O)Nc3ccc(C(=O)O)cc3)c(=O)[nH]c2n(C)c1=S
  103 | 106 | 103 | 101 | 107 | 101 | 105 | 97 | 99
NNC(=O)C[n+]1ccccc1
  97 | 99 | x | 97 | 113 | 97 | 95 | 93 | 107

# More structures
SMILES,HCC-2998,HT29,SNB-75,PC-3,DU-145,KM12,SW-620,SF-539,SNB-19
CCCCC(=O)OC(C)COc1ccccc1C(C)CC (centres undefined),110,83,81,81,107,100,97,101,107
COc1cc(OC)c(OC)cc1/C=C/C(=O)c1ccc(B(O)O)cc1,84,77,94,92,79,74,101,97,95
c1ccc(-c2nc(N3CCOCC3)c3c4c(sc3n2)CCCC4)cc1,111,83,81,96,101,94,103,91,106
CCOC(=O)c1cc(-c2ccc(OC)cc2)[nH]c1NNC(C)=O,116,100,119,121,105,116,113,98,128
CC[C@H](C)C(=O)O[C@H]1CCC=C2C=C[C@H](C)C(CCC3C[C@@H](O)CC(=O)O3)[C@H]21 (some centres undefined),89,92,32,31,110,103,72,86,56
CCCCC(=O)N/N=C/c1c(O)ccc2ccccc12,67,87,75,67,66,58,54,35,60
C[C@@]1(Cl)CCO[C@@H](/C=C/c2ccccc2)C1,109,93,93,97,106,103,98,100,101
O=C1C=C(NCCN2CCCC2)C(=O)c2c(OCc3ccccc3)cccc21,106,93,64,78,96,97,89,x,93
NC(=O)CS(=O)c1oc(-c2ccco2)nc1S(=O)(=O)c1ccc(F)cc1 (centres undefined),102,105,88,90,108,90,95,91,94
COC(=O)Cc1cc(O)cc2oc(-c3ccc(O)c(O)c3)cc(=O)c12,111,99,88,94,97,102,110,101,96
CC1=NN(c2nc(-c3ccco3)c(C#N)c(=O)n2C)C(=O)C1N=Nc1ccc(S(N)(=O)=O)cc1 (centres undefined),76,102,80,87,95,87,92,115,127
COc1nc2ccc(C)cc2cc1Cc1cc(-c2ccccc2)n[nH]c1=O,108,102,97,81,108,96,98,103,95
COC(=O)CCC[C@@H]1O[C@@H](c2ccccc2)C[C@H]1O,97,98,87,103,110,108,107,90,106
CCOC(=O)c1c2c(n3cccc(Cl)c13)C(=O)c1ncccc1C2=O,46,69,78,53,46,46,36,77,46
N#C/C(=C1/NC(=O)c2ccccc21)c1nc2ccccc2n1CCO,110,100,117,101,103,98,110,109,92
Cn1c(NCCc2ccc(O)c(O)c2)nc2c1c(=O)n(Cc1ccc(Cl)cc1)c(=O)n2C,89,101,57,60,87,80,76,83,93
Cc1c(O)c(=O)ccn1Cc1nc2ccccc2s1,102,35,87,63,55,60,63,83,67
C/C(=N\NC(=O)Nc1cccc(C)c1)c1nnn(-c2ccc(Cl)cc2)c1C,116,106,113,100,104,104,108,95,105
Cn1cc(C(=O)c2nc(-c3c[nH]c4ccc(F)cc34)no2)c2cc(F)ccc21,97,101,80,x,101,79,88,95,101
C[C@]12CCC3c4ccc(OC(=O)c5ccccc5)cc4CCC3C1CC[C@@H]2O (some centres undefined),103,94,99,92,106,100,96,102,100
Cc1nn(-c2ccc(-c3ccc(OC(F)(F)F)cc3)cc2)c(N)c1C#N,87,57,100,62,64,83,83,101,85
O=c1c2ccccc2nc(SCCN2CCCCC2)n1CCc1ccccn1,112,100,74,89,107,101,101,99,103
COc1cc(O)c2c(c1)/C=C/C[C@H](O)[C@H](O)C(=O)/C=C\C[C@H](C)OC2=O,-42*,1.8*,-3.0*,43,-2.8*,19,-9.8*,-25*,52
COc1cc(-c2nn(-c3cccc(NC(=O)Nc4cc(C(F)(F)F)cc(C(F)(F)F)c4)c3)cc2-c2ccncc2)ccc1Cl,-11*,-41*,x,-55*,3.9*,-15*,-2.9*,-53*,6.6*
O=C(Cc1ccccn1)c1ccccc1,103,97,79,102,118,104,106,102,101
# Next section:
SMILES,HCC-2998,HT29,SNB-75,PC-3,DU-145,KM12,SW-620,SF-539,SNB-19
Cc1ccc2cc(-c3nc4ccccc4s3)c(Cl)nc2c1Cl,98,101,85,91,118,100,106,98,94
O=C1NCCNC1c1ccccc1 (centres undefined),106,96,93,100,119,113,110,95,101
CN1CCN(C(=O)OCc2nc3nc(Cl)nc(N4CCOCC4)c3[nH]2)CC1,101,105,81,97,113,107,108,97,100
CCCCC(C#N)c1ccccc1 (centres undefined),97,83,96,82,108,100,105,102,107
CCOC(=O)CCN(Cc1ccco1)C(=O)OCC,105,107,119,97,109,100,105,101,98
C=C1C(=O)O[C@H]2[C@H]1CC/C(COC(=O)NCc1c[nH]c3ccc(Br)cc13)=C\CC[C@@]1(C)O[C@@H]21,53,-77*,-5.2*,15,-89*,20,-71*,-37*,40
CC(=O)OCC(OC(C)=O)C(OC(C)=O)C(OC(C)=O)C(OC(C)=O)C(=O)N/C(N)=N/C(N)=Nc1ccccc1 (centres undefined),109,90,88,70,107,107,103,98,96
Cc1[nH]c(C2CC(c3ccccc3)=NN2C)c(C)c1C(=O)NCC(F)(F)F (centres undefined),112,108,98,106,103,105,100,104,95
Clc1ccc(SSc2ccccc2)cc1,108,108,96,98,110,104,98,107,99
C/C=C(\C)C(C(=O)NC1CCCCC1)N(C(=O)C1CCc2cc(F)ccc2O1)c1ccc(F)cc1F (centres undefined),105,99,88,89,107,104,98,94,93
O=C1Nc2ccccc2C1(O)c1ccccc1 (centres undefined),97,108,81,93,112,106,103,104,115
O=c1[nH]c(O)c(/C=C2/C=Nc3ccccc32)[nH]1,x,95,77,83,99,88,104,92,104
CCCCCCCCCCCCCCCCCC[n+]1ccc2c(C)c3c(c(C)c2c1)c1cc(O)ccc1n3CC,32,17,24,x,40,11,13,-21*,5.3*
CC(N)(C(=O)O)C1CCCC1 (centres undefined),120,101,85,88,110,106,103,98,99
O=C(O)c1cccc(C(=O)O)[n+]1[O-],96,95,90,91,114,107,96,104,102
CCOC(=O)c1c(C)c2c(n1C)CSc1cc(C#N)c(=O)[nH]c1-2,93[100 µM],103[100 µM],77[100 µM],83[100 µM],105[100 µM],88[100 µM],115[100 µM],81[100 µM],97[100 µM]
COc1ccc(CC(C#N)c2ccc(Cl)cc2)cc1 (centres undefined),62,55,76,86,77,33,49,85,82
O=C1c2cccc(NCc3ccccn3)c2C2CC=CCN12 (centres undefined),113,99,93,90,112,107,112,98,108
Cc1nc2ccc(Nc3nc(N4CCOCC4)nc(N4CCN(C)CC4)n3)cc2n1Cc1ccccc1,96,53,62,90,98,93,97,77,112
Nc1nc(-c2ccc(F)cc2)cc(-c2cc(-c3ccc(F)cc3)nc(N)n2)n1,112,118,103,97,119,111,110,96,101
COc1ccc([C@@H]2CC(=O)c3c(O)cc(O[C@@H]4OC(CO[C@@H]5OC(C)[C@H](O)C(O)C5O)[C@@H](O)C(O)[C@@H]4O)cc3O2)cc1O (some centres undefined),99,101,96,97,107,100,103,93,104
COc1cc2oc(-c3ccc(NC(=O)c4cccc(Br)c4)cc3)cc(=O)c2c(OC)c1OC,98,80,98,58,94,76,104,68,91
C/C=C(\C)C(C(=O)NC1CCCCC1)N(C(=O)C1CCc2cc(F)ccc2O1)c1cccc([N+](=O)[O-])c1 (centres undefined),96,75,x,69,102,99,99,91,86
O=C1NC(=O)C(c2c[nH]c3ccccc23)=C1c1cccc2ccccc12,96,104,89,94,107,102,91,93,98
Nc1ccc(S(=O)(=O)Nc2ncc(Br)cn2)cc1,108,106,88,98,108,107,89,107,109

# Retrieved one by one from above:
SMILES,HCC-2998,HT29,SNB-75,PC-3,DU-145,KM12,SW-620,SF-539,SNB-19
CCCCC(=O)N/N=C/c1c(O)ccc2ccccc12,67,87,75,67,66,58,54,35,60
Cc1ccc2cc(-c3nc4ccccc4s3)c(Cl)nc2c1Cl,98,101,85,91,118,100,106,98,94
O=C1NC(=O)C(c2c[nH]c3ccccc23)=C1c1cccc2ccccc12,96,104,89,94,107,102,91,93,98
Cc1[nH]c(C2CC(c3ccccc3)=NN2C)c(C)c1C(=O)NCC(F)(F)F (centres undefined),112,108,98,106,103,105,100,104,95
O=c1[nH]c(O)c(/C=C2/C=Nc3ccccc32)[nH]1,x,95,77,83,99,88,104,92,104

# Continued:
SMILES,HCC-2998,HT29,SNB-75,PC-3,DU-145,KM12,SW-620,SF-539,SNB-19
O=C1C2C(C(=O)N1c1ccc([N+](=O)[O-])cc1)C1c3ccccc3C2C2CCCCN21 (centres undefined),110,106,96,83,123,112,111,95,104
c1ccc2c(c1)CCC2c1cc2ccccc2s1 (centres undefined),93,96,91,91,106,94,89,97,93
O=C(CCc1nnc(Cn2ccnc2)o1)c1nc2ncccc2[nH]1,98,101,80,94,114,97,90,104,93
CCCCNC1=C(OCC)C(=O)c2ccccc2C1=O,95,123,96,94,104,94,104,112,100
O=S(=O)(c1ccc(NC(=S)NCc2ccco2)cc1)N1CCCCC1,110,108,65,90,106,109,104,95,92
O=C1c2ccccc2C(O)(c2ccccc2)N1c1ccncc1 (centres undefined),x,104,102,x,114,116,101,102,103
CCN(CC)c1cccc(OC(=O)Nc2cccc(Cl)c2Cl)c1,104,105,98,99,103,107,96,92,86
O=C(/C=C/c1sc(Cl)nc1Cl)c1ccc(Cl)cc1,84,88,91,96,104,85,58,93,91
O=C(CS)OCC(COC(=O)CS)(COC(=O)CS)COC(=O)CS,92,99,75,83,95,67,107,98,119
COc1ccc(Cl)cc1/C=C/C(=O)/C=C(/C=C/c1cc(Cl)ccc1OC)OB(F)F,112,109,94,97,116,105,113,111,108
O=C1C(Nc2ccccn2)=C(I)C(=O)c2ncccc21,53,-15*,-94*,6.6*,-94*,-26*,-65*,-98*,0.0*
N/N=C(/C(=O)c1ccccc1)c1ccccc1,105&105,109&105,84&96,107&93,110&107,111&108,109&102,102&95,113&103

# Only SNB-19, HT29 and KM12 (five entries from above):
SMILES | SNB-19 | HT29 | KM12
O=C(CS)OCC(COC(=O)CS)(COC(=O)CS)COC(=O)CS | 119 | 99 | 67
O=S(=O)(c1ccc(NC(=S)NCc2ccco2)cc1)N1CCCCC1 | 92 | 108 | 109
c1ccc2c(c1)CCC2c1cc2ccccc2s1 (centres undefined) | 93 | 96 | 94
O=C1C(Nc2ccccn2)=C(I)C(=O)c2ncccc21 | 0.0* | -15* | -26*
CCN(CC)c1cccc(OC(=O)Nc2cccc(Cl)c2Cl)c1 | 86 | 105 | 107
